MCF10A rerep: induces DNA re-replication in MCF 10a normal breast cells; Potency, µM (top dose mostly 46.1 µM), for inactives: top-dose activity, positive = re-replication, most hits filed as activators; 350,000 compounds, 2.9% hits; MCF 10A DNA re-replication, Hoechst nuclear intensity, 48 h; note: potency is the fitted concentration of half-maximal effect; % of control where 0% means no effect; nearly all actives have a fitted effect of over 50% in size
ATXN2 expr inh: reduces ATXN2 reporter expression in HEK-293 cells. AID 1745845. Potency, µM (series often up to 57 µM), without a hit: top-dose activity change, negative = inhibition, most hits filed as inhibitors. HEK-293 ATXN2-luciferase reporter, luminescence, 24 h. 360,000 compounds, 0.72% hits; note: potency is the fitted concentration of half-maximal effect; % is set by controls: 0 for no effect and ±100 for the full control effect; nearly all actives have a fitted effect of over 55% in size
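ATXN2-luciferase reporter cells (luciferase flanked by upstream and downstream ATXN2 gene portions) were treated 24 h at 37 °C with compounds at up to 57 uM. SteadyGlo luminescence gave expression; GF-AFC fluorescence gave viability.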
IL-1B inflam inh: inhibitors of inflammasome signaling (IL-1 beta secretion). THP-1 LPS/ATP IL-1B secretion, AlphaLISA, 16 h; hits give low values. activity change, % at 57.5 µM. 360,000 compounds, 4.7% hits. AID 743279; in the data active = activity change below about -50%; inconclusive = mostly about -30% to -49%; note: % is set by controls: 0 for no effect and ±100 for the full control effect
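THP-1 cells pretreated 1 hr with compounds (up to 57.5 uM final), then stimulated with LPS (250 ng/mL final) plus ATP (1.25 mM final); secreted IL-1B measured by AlphaLISA after 16 hr, decreased signal indicating inhibition.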
KB-3-1 tox: KB-3-1 parental cell cytotoxicity | KB-3-1 viability, CellTiter-Glo ATP luminescence, 72 h | Potency, µM (highest dose often 46.1 µM), for the others: at the top dose activity change, negative = cytotoxic, actives largely listed as cytotoxic | 400,000 compounds, 1.4% hits; note: potency is the fitted concentration of half-maximal effect; % is set by controls: 0 for no effect and ±100 for the full control effect; nearly all actives have a fitted effect of over 60% in size
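Here the drug-naive KB-3-1 line serves as comparator for MDR sub-line selectivity; cells received compound titrations, 72 h at 37 °C, then CellTiter-Glo readout.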
SW480 rerep: inducers of DNA re-replication in SW480 colon cancer cells; SW480 DNA re-replication, Hoechst DNA content imaging, 48 h; Potency, µM (titrated, usually from 46.1 µM), for inactives: top-dose re-replication activation, most hits filed as activators; 340,000 compounds, 1.8% hits; AID 624297; note: potency is the fitted concentration of half-maximal effect; % of control where 0% means no effect; nearly all actives have a fitted effect of over 55% in size
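Compounds, transferred as 23 nL by pin tool, were incubated with cells for 48 hr; DNA content per nucleus was then quantified by Hoechst staining and fluorescence plate imaging.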
HT1080NT lethal: kills 2HG-producing HT-1080-NT fibrosarcoma cells. 360,000 compounds, 1.6% hits. HT-1080-NT fibrosarcoma viability, CellTiter-Glo ATP luminescence, 48 h. Potency, µM (top dose mostly 46.1 µM), for the others: top-dose activity, negative = less viability, hits mostly cytotoxic;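 note: NT is the 2HG producing partner of a matched IDH1 knockdown line; potency is the fitted concentration of half-maximal effect; 0% = DMSO-treated cells and -100% = media-only wells without cells; nearly all actives have a fitted effect of over 55% in size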
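Read-out is CellTiter-Glo luminescence after 10 minutes at room temperature, following 48 hours' compound treatment of HT-1080-NT cells (750 cells/well, RPMI, 5% FBS, 37 degrees C).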
KB-V1 cytotox: KB-V1 MDR subline cytotoxicity. KB-V1 MDR cells viability, CellTiter-Glo, 72 h. Potency, µM (doses to about 46.1 µM), inactives show top-dose activity change, negative = cytotoxicity, actives largely listed as cytotoxic. 400,000 compounds, 3.4% hits. AID 1347076; note: potency is the fitted concentration of half-maximal effect; % is set by controls: 0 for no effect and ±100 for the full control effect; nearly all actives have a fitted effect of over 60% in size
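Potencies derive from concentration-effect curves fitted to normalized luminescence (CellTiter-Glo) of KB-V1 cells treated for 72 h at 37 degrees C in phenol-red-free DMEM containing 10% FBS.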
S2 tox: reduces viability in counter-screen for ATXN expression inhibitors; S2 cells (HEK-293 line with an ATXN2-luciferase reporter) viability, CellTiter-Fluor protease fluorescence, 24 h; Potency, µM (top dose mostly 56.7 µM), most hits filed as cytotoxic; AID 651635; 400,000 compounds, 0.49% hits; note: potency is the fitted concentration of half-maximal effect; nearly all actives have a fitted effect of over 40% in size
HT1080 IDH1KD tx: kills HT-1080 cells with IDH1 knockdown | Potency, µM (highest dose often 46.1 µM), without a hit: at the top dose activity, negative = toxicity, usual class: cytotoxic | 360,000 compounds, 2% hits | HT-1080 IDH1 knockdown viability, ATP luminescence, 48 h;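 note: potency is the fitted concentration of half-maximal effect; 0% = DMSO wells and -100% = cell-free medium wells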
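Using the IDH1-knockdown HT-1080 line run in the same batch and compound series as the NT line, viability after 48 h at 37 °C was determined by CellTiter-Glo luminescence and expressed as % activity.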
Active calls of the source: *; [ ] = remark or other dose. Unless noted, calls come from the whole dose curve; as a rule, active = well fitted curve in the direction sought with a large enough effect; inconclusive = small, poorly fitted or top-dose-only effect, or another doubt; inactive = no such curve, though single readings can be large; an effect the other way counts as inactive or inconclusive.

Screening Cc1csc(=O)n1CCC(=O)OCC(=O)c1ccc(Br)cc1 returned MCF10A rerep -4.3%, ATXN2 expr inh -5.3%, IL-1B inflam inh 12.8, KB-3-1 tox -3.8%, SW480 rerep 4.3%, HT1080NT lethal -0.6%, KB-V1 cytotox 2.7%, S2 tox inactive and HT1080 IDH1KD tx -3.5%.
For CC(=O)c1ccc(NC(=O)c2ccc(-n3cncn3)c([N+](=O)[O-])c2)cc1 the results were MCF10A rerep 12.7%, ATXN2 expr inh 2.7%, IL-1B inflam inh -7.8, KB-3-1 tox 23.6%, SW480 rerep -5.9%, HT1080NT lethal -3.5%, KB-V1 cytotox -1.1%, S2 tox inactive and HT1080 IDH1KD tx -0.1%.
For O=C(CN1C(=O)CSc2ccc(S(=O)(=O)N3CCOCC3)cc21)N1CCCCC1 the results were MCF10A rerep 8.8%, ATXN2 expr inh 16.5%, IL-1B inflam inh -3.0, KB-3-1 tox 4.1%, SW480 rerep 1.6%, HT1080NT lethal 2.4%, KB-V1 cytotox inconclusive, S2 tox inactive and HT1080 IDH1KD tx 4.5%.
For O=C(Nc1ccc(-c2nc3cc(Cl)ccc3o2)cc1)c1cc2ccccc2o1 the results were ATXN2 expr inh 17.1%, KB-3-1 tox 11.3%, KB-V1 cytotox 0.0% and S2 tox inactive.
COc1ccc(N2CCN(C(=O)CN3C(=O)COc4ccc(S(=O)(=O)N5CCC(C)CC5)cc43)CC2)cc1 was read as ATXN2 expr inh 5.5%, KB-3-1 tox 7.5%, KB-V1 cytotox inconclusive and S2 tox inconclusive.
CCOC(=O)C(NC(=O)c1ccccc1)(N1CCOCC1)C(F)(F)F (centres undefined) was read as MCF10A rerep 2.9%, ATXN2 expr inh -7.4%, IL-1B inflam inh -6.8, KB-3-1 tox 18.5%, SW480 rerep 2.5%, HT1080NT lethal 2.6%, KB-V1 cytotox 0.0%, S2 tox inactive and HT1080 IDH1KD tx 7.8%.
Screening COc1ccc(-n2nc3ccc(N)cc3n2)cc1 returned IL-1B inflam inh 38.9, KB-3-1 tox -1.5%, HT1080NT lethal -2.1%, KB-V1 cytotox 0.2% and HT1080 IDH1KD tx -3.7%.
Screening CC(C)CC(=O)Nc1cc(NC(=O)CC(C)C)cc(C(=O)NC(C)(C)C)c1 returned MCF10A rerep -9.8%, ATXN2 expr inh 3.4%, IL-1B inflam inh -14.8, KB-3-1 tox 14.5%, SW480 rerep 9.0%, HT1080NT lethal -1.6%, KB-V1 cytotox 0.0%, S2 tox inactive and HT1080 IDH1KD tx 3.9%.
`COc1ccc2cc(C3(C)NC(=O)NC3=O)ccc2c1` (centres undefined) gave MCF10A rerep 4.0%, ATXN2 expr inh 0.0%, IL-1B inflam inh -9.2, KB-3-1 tox -3.8%, SW480 rerep -10.3%, HT1080NT lethal -2.4%, KB-V1 cytotox 16.9%, S2 tox inactive and HT1080 IDH1KD tx 0.5%.
`COC(=O)c1ccccc1NC(=O)CN1C(=O)COc2ccccc21` gave ATXN2 expr inh 8.3%, KB-3-1 tox 3.3%, KB-V1 cytotox inconclusive and S2 tox inactive.
CCCCn1c(N)c(N(CCC(C)C)C(=O)c2ccc(COc3ccccc3)o2)c(=O)[nH]c1=O was read as MCF10A rerep inconclusive, ATXN2 expr inh -6.0%, IL-1B inflam inh -10.8, KB-3-1 tox 16.1%, SW480 rerep 2.7%, HT1080NT lethal -1.0%, KB-V1 cytotox -16.8%, S2 tox inactive and HT1080 IDH1KD tx -9.2%.
O=C(Cc1ccccc1)Nc1ccccc1C(=O)NCC1CCCO1 (centres undefined) was read as MCF10A rerep 1.3%, ATXN2 expr inh 4.0%, IL-1B inflam inh inactive, KB-3-1 tox 1.9%, SW480 rerep -9.5%, HT1080NT lethal 7.5%, KB-V1 cytotox -25.1%, S2 tox inactive and HT1080 IDH1KD tx inconclusive.
`COc1ccc(NC(=O)c2cc(C)no2)cc1` gave MCF10A rerep -19.9%, ATXN2 expr inh 30.0%, IL-1B inflam inh inconclusive, KB-3-1 tox inconclusive, SW480 rerep -9.6%, HT1080NT lethal -0.9%, KB-V1 cytotox -1.0%, S2 tox inactive and HT1080 IDH1KD tx 1.1%.
Screening COc1ccc(NC(=O)CSc2ncc3c(n2)-c2ccccc2N(Cc2ccc(C)cc2)S3(=O)=O)cc1Cl returned ATXN2 expr inh -0.5%, KB-3-1 tox 6.4%, KB-V1 cytotox -21.6% and S2 tox inconclusive.
For COc1cc(CCC(=O)Nc2nnc(-c3cccnc3)s2)cc(OC)c1OC the results were MCF10A rerep inconclusive, ATXN2 expr inh -13.0%, IL-1B inflam inh -15.6, KB-3-1 tox -0.7%, SW480 rerep -49.2%[inhibitor], HT1080NT lethal 1.5%, KB-V1 cytotox -16.5%, S2 tox inactive and HT1080 IDH1KD tx 16.7%.
O=C(CC(C(=O)O)P(=O)(c1ccccc1)c1ccccc1)c1ccccc1 (centres undefined) was read as MCF10A rerep -6.8%, ATXN2 expr inh -4.7%, IL-1B inflam inh -50.2*, KB-3-1 tox 10.8%, SW480 rerep 2.1%, HT1080NT lethal 2.5%, KB-V1 cytotox 5.5%, S2 tox inactive and HT1080 IDH1KD tx 12.9%.
For Cc1ccsc1C(=O)Nc1cccc(-n2cnnn2)c1 the results were MCF10A rerep -1.2%, IL-1B inflam inh -11.2, KB-3-1 tox -0.5%, SW480 rerep -3.0%, HT1080NT lethal -1.2%, KB-V1 cytotox 1.4%, S2 tox inactive and HT1080 IDH1KD tx 0.0%.
Screening CC(C)(C)OC(=O)NCCCCCc1nnc(SCc2c(F)cccc2Cl)o1 returned MCF10A rerep -0.6%, ATXN2 expr inh -19.5%, IL-1B inflam inh -0.1, KB-3-1 tox -22.2%, SW480 rerep -10.6%, HT1080NT lethal -10.3%, KB-V1 cytotox -14.6%, S2 tox inactive and HT1080 IDH1KD tx -12.5%.
O=C(NCCN1CCOCC1)c1ccccc1OCc1ccccc1 was read as MCF10A rerep 0.2%, ATXN2 expr inh 1.7%, IL-1B inflam inh -10.2, KB-3-1 tox -9.5%, SW480 rerep inconclusive, HT1080NT lethal -1.5%, KB-V1 cytotox -8.8%, S2 tox inactive and HT1080 IDH1KD tx -7.7%.
Screening CCOC(=O)c1ccc(NS(=O)(=O)c2cc3c(cc2C)NC(=O)CO3)cc1 returned MCF10A rerep 2.9%, ATXN2 expr inh 5.0%, IL-1B inflam inh 0.4, KB-3-1 tox -1.0%, SW480 rerep -3.8%, HT1080NT lethal -3.9%, KB-V1 cytotox 28.8%, S2 tox inactive and HT1080 IDH1KD tx 0.1%.
For Cc1ccc2nc(CN3CCN(S(=O)(=O)c4ccccc4)CC3)oc2c1 the results were ATXN2 expr inh -9.8%, KB-3-1 tox 3.1%, KB-V1 cytotox -8.8% and S2 tox inconclusive.
`CCCn1c(SCC(=O)c2c(N)n(C3CC3)c(=O)[nH]c2=O)nnc1-c1ccncc1` gave MCF10A rerep 1.1%, IL-1B inflam inh 15.2, KB-3-1 tox 4.0%, SW480 rerep -8.5%, HT1080NT lethal -3.4%, KB-V1 cytotox 26.8%, S2 tox inactive and HT1080 IDH1KD tx 8.1%.
For Cc1ccccc1C(=O)Nc1ccnn1C1CCN(C2CCSCC2)CC1 the results were MCF10A rerep 8.5%, ATXN2 expr inh 1.7%, IL-1B inflam inh inactive, KB-3-1 tox -9.2%, SW480 rerep -0.6%, HT1080NT lethal -0.8%, KB-V1 cytotox -22.4%, S2 tox inactive and HT1080 IDH1KD tx 4.1%.
N/C(=N\NC(=O)c1ccc(F)cc1)c1cc2ccccc2oc1=O was read as MCF10A rerep -2.9%, IL-1B inflam inh 41.7, KB-3-1 tox -8.8%, SW480 rerep 0.7%, HT1080NT lethal -17.0%, KB-V1 cytotox -7.6%, S2 tox inactive and HT1080 IDH1KD tx -7.7%.
`CC(C)CNC(=O)C1(C)CCCCCN1C(=O)c1cc2ccccc2s1` (centres undefined) gave ATXN2 expr inh -8.5%, IL-1B inflam inh 26.9, KB-3-1 tox 0.0%, HT1080NT lethal 1.1%, KB-V1 cytotox -5.4%, S2 tox inactive and HT1080 IDH1KD tx inconclusive.
`O=C(COC(=O)c1ccco1)NCc1ccc(F)cc1` gave MCF10A rerep -4.2%, ATXN2 expr inh 8.4%, IL-1B inflam inh -1.1, KB-3-1 tox 28.6%, SW480 rerep -6.3%, HT1080NT lethal 17.1%, KB-V1 cytotox 14.6%, S2 tox inactive and HT1080 IDH1KD tx 13.0%.
`CCOc1ccc(CNC(=O)CSc2nnc(C)c3c(C)n(-c4ccccc4)nc23)cc1` gave ATXN2 expr inh -25.5%, KB-3-1 tox -12.5%, KB-V1 cytotox -6.1% and S2 tox inactive.
For Cc1c(Cl)c(C(=O)N2CCCc3ccccc32)nn1C the results were MCF10A rerep 7.1%, ATXN2 expr inh 6.7%, IL-1B inflam inh 4.1, KB-3-1 tox 9.8%, SW480 rerep 4.5%[9.22 µM], HT1080NT lethal 7.2%, KB-V1 cytotox 9.0%, S2 tox inconclusive and HT1080 IDH1KD tx 3.7%.
CC1=C(C(=O)Nc2cccnc2)C(c2cccnc2)n2nc(-c3cccs3)nc2N1 (centres undefined) was read as MCF10A rerep -2.0%, ATXN2 expr inh -1.5%, IL-1B inflam inh -4.3, KB-3-1 tox 1.6%, SW480 rerep 3.8%, HT1080NT lethal 0.1%, KB-V1 cytotox 7.5%, S2 tox inactive and HT1080 IDH1KD tx -2.6%.
CC(C)Cn1c(N)c(C(=O)COC(=O)C2CC(=O)N(Cc3ccccc3Cl)C2)c(=O)n(C)c1=O (centres undefined) was read as MCF10A rerep 7.5%, ATXN2 expr inh -11.2%, IL-1B inflam inh -60.5*, KB-3-1 tox -4.3%, SW480 rerep -0.8%, HT1080NT lethal inconclusive, KB-V1 cytotox 12.0%, S2 tox inactive and HT1080 IDH1KD tx -12.4%.

Outcome played no part in choosing rows. About 11% of those tested had a hit in this group.
